PGC1a acetyl inh – lowers PGC1a acetylation signal in U2OS cells. AlphaScreen anti-acetyl-lysine; with virally co-expressed GCN5 acetyltransferase. inhibition, % at 15.6 µM. hit rate 0.17% among 350,000. AID 651687;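 active = every replicate shows inhibition of at least 40%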;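 note: 0% = neutral control wells and 100% = positive control wells; some results beyond the cut were filed as inactive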
CFTR F508del cor – CFTR F508del correction in bronchial cells; CFBE cells, YFP halide quenching; stimulated with forskolin plus potentiator P3; % fluorescence drop versus neutral controls; activity (quench increase), % at 7.58 µM; hit rate 0.36% among 350,000; AID 720511;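 active = mean added fluorescence quench of at least 8% versus neutral control, with both replicates also reaching 8%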;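 note: cells transiently co-express mutant CFTR-F508del with the halide-sensitive YFP; corrector assay measuring rescue of mutant channel to the surface after 24 h compound exposure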
FN deposition inh – fibronectin deposition inhibition; AH1F fibroblasts, Alexa488-fibronectin deposition fluorescence, overnight; inhibition, % at 12.6 µM; hit rate 0.086% among 350,000; AID 743247;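 active = mean inhibition across replicates of 30% or more, regardless of how many single replicates reach that level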;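 note: positive control wells lacked labelled fibronectin entirely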
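Material: AH1F fibroblast monolayer depositing Alexa488-labelled fibronectin into matrix / Amount: 10000 AH1F cells per well / Signal: fluorescence 485/525 nm / Medium: DMEM, 2% serum / Compound: single dose, pinned / Incubation: 1 h cell adhesion before compound, then overnight fibronectin incubation / Reagent: Alexa488-FN, 24 nM final / Read-out: inhibition of fibronectin deposition signal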
Cneo AK release – causes C. neoformans cell lysis; adenylate kinase release luminescence, 4 h; normalised: neutral wells 0, clomiphene wells 100; lysis activity, % at 15 µM; hit rate 0.2% among 360,000;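 active = mean lysis activity across replicates of at least 80%, whatever share of replicates individually reach that level; inactive = mean lysis activity below 80%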
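Assay system: log-phase C. neoformans yeast / Quantity: yeast cell density of 5 × 10^6 cells/mL / Medium: fresh YPD growth medium / Compound: single dose / Timing: static 4 h at 37 °C with compound, 1 h detection / Measured by: adenylate kinase release luminescence / Read-out: lysis from increased AK signal / Benchmarks: Clomiphene as positive lysis control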
INS-1E GSIS act – primary screen for activators of insulin secretion dependent on glucose, INS-1E cells, GLuc reporter luminescence | activation, % at 16.6 µM | INS-1E GLuc reporter insulin secretion, 2-3 h | hit rate 0.61% among 370,000;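 active = lowest replicate activation of at least 40%, so every replicate reaches that level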;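 note: 0% = median of neutral control wells and 100% = median of IBMX positive control wells; some compounds called inactive have numbers as strong as hits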
C2C12 statin – suppressors of simvastatin-induced myotoxicity in C2C12 myotubes | ATP luminescence, 48 h; scaled: DMSO 0, geranylgeraniol control 100 | AID 602340 | rescue of ATP level, % at 7.49 µM | hit rate 0.78% among 330,000;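 active = mean ATP rescue above about 67%, or every replicate alone reaching that limit, limit read from the data, passing the limit was not always enough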;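 note: myotubes were challenged with 10 µM simvastatin during compound exposure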
PglD DTNB – inhibitors of Campylobacter jejuni PglD acetyltransferase | purified PglD enzyme, DTNB colorimetric CoA detection | inhibition, % at 12.5 µM | hit rate 0.098% among 360,000 | AID 602405; in the data active = inhibition above about 16%, passing the limit was not always enough; note: strong numbers were not always called active
miR-122 sensor – miR-122 inhibition in Huh7 cells; Huh7 miR-122 Renilla luciferase sensor, 48 h; neutral wells = 0, positive control = 100; activation (reporter increase), % at 12.5 µM; hit rate 0.3% among 340,000;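 active = mean replicate activation score at least 90 and every replicate individually at or above 90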;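 note: higher luciferase means less miR-122 activity so hits act as miR-122 inhibitors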
Starred values were filed as active, the others as inactive; . = not tested or not shown; & = joins results of further samples; [ ] = remark or other dose.

SMILES	PGC1a acetyl inh	CFTR F508del cor	FN deposition inh	Cneo AK release	INS-1E GSIS act	C2C12 statin	PglD DTNB	miR-122 sensor
CCC(C)N1CCC2(CC1)N=c1c(c3c4c5c(C)c(O)c3c(O)c1=NC(=O)C(C)=CC=C[C@H](C)[C@H](O)[C@@H](C)[C@@H](O)[C@@H](C)[C@H](OC(C)=O)[C@H](C)[C@@H](OC)C=CO[C@@](C)(O5)C4=O)N2 (stereo partly specified)	7	-0.5	-6	3	.	-1	2	-9
CCCN1[C@@H]2c3ccc(-c4ccccc4)c(=O)n3C[C@H]1[C@H](CO)[C@H]2C(=O)NCC	.	-2.1	-9	1	-12	-10	5	-6[16.7 µM]
COc1ccc(CN(CC(=O)NCC2CCCO2)C(=O)CCC(=O)Nc2cc(C)on2)cc1 (stereo unspecified)	-4	.	.	0	.	.	-6	-4
Oc1[nH]c(=S)sc1C=C1N=c2ccccc2=N1	-16	-0.6	-10	-5	-16	-2	-9	1
CCOc1cc(S(=O)(=O)n2cc(-c3ccc(F)cc3)c(N)n2)cc(OCC)c1OCC	-4	.	.	1	-13	.	-3	-2
O=C(c1ccc(Cl)c(S(=O)(=O)N2CCCCC2)c1)N1CCCC(C(F)(F)F)C1 (stereo unspecified)	-4	4.1	8	1	-19	11	-2	30
Clc1ccc2oc(SCc3cccnc3)nc2c1	0	-5.5	0	1	-1	2	5	-4
O=C(C[C@H]1C[C@H]2c3cc(NC(=O)CC4CC4)ccc3O[C@H]2[C@H](CO)O1)NCc1cccc(F)c1	-6	0.1	-36	-10	1	2	2	3[16.7 µM]
C[C@H]1CN([C@@H](C)CO)S(=O)(=O)c2ccc(/C=C/c3ccccc3)cc2O[C@H]1CN(C)C(=O)Nc1cccc(F)c1	-15	1.2	.	-1	3	-187	5	13[16.7 µM]
CC(Oc1ccc(Cl)cc1)C(=O)N1CCCc2ccccc21 (stereo unspecified)	.	-0.2	2	2	-15	-4	1	-5
O=[N+]([O-])c1ccc(-c2nnc3cccc(Cl)n23)cc1	3	-0.8	6	0	0	2	-1	0
CC(=O)Oc1ccc(Cn2c(C)c(C(=O)N(C)Cc3ccc(F)cc3)sc2=O)cc1	.	2.9	-1	-1	-10	-1	5	.
O=C(NCCc1ccccc1)C1CCCN(C(=O)NC2CCCCC2)C1 (stereo unspecified)	6	.	0	2	.	0	1	1
CCOC(=O)C1CCCN(C(=O)CNC(=O)c2ccc(Br)o2)C1 (stereo unspecified)	0	-2.1	4	-1	-9	-9	-5	-1
COc1cc(/C=C(/C#N)C(=O)Nc2ccccc2)ccc1OCc1ccc(C(=O)O)cc1	3	-0.7	-4	.	10	-1	.	-20
Cc1ccc(S(=O)(=O)N2CCC(N3CCC(C)CC3)CC2)cc1	.	4.9	6	1	4	-11	-2	52
C[C@@H]1CN([C@@H](C)CO)C(=O)c2cc(NC(=O)Nc3cccc4ccccc34)ccc2O[C@@H](C)CCCCO[C@@H]1CN(C)C(=O)c1ccccc1	1	-0.7	.	4	13	.	4	1[16.7 µM]
C#Cc1ccc([C@@H]2C=C(C(=O)O)O[C@H](OCc3ccc(CO)cc3)C2)cc1	-3	-0.6	-1	-3	-10	11	1	1
CC1CCN(C(=O)C2CCCN(c3ncnc4c3nc3n4CCCCC3)C2)CC1 (stereo unspecified)	1	1.5	4	-1	14	4	1	-13
CCC/C=C/c1ccc(CN2C(C)C(=O)N(Cc3cn(CC4CCCCC4)nn3)CCS2(=O)=O)cc1 (stereo unspecified)	2	2.0	-2	0	-17	6	0	-1

Full records, quoted from the list:
CC(Oc1ccc(Cl)cc1)C(=O)N1CCCc2ccccc21 (stereo unspecified) is listed as PGC1a acetyl inh: .; CFTR F508del cor: -0.2; FN deposition inh: 2; Cneo AK release: 2; INS-1E GSIS act: -15; C2C12 statin: -4; PglD DTNB: 1; miR-122 sensor: -5
C[C@H]1CN([C@@H](C)CO)S(=O)(=O)c2ccc(/C=C/c3ccccc3)cc2O[C@H]1CN(C)C(=O)Nc1cccc(F)c1 is listed as PGC1a acetyl inh: -15; CFTR F508del cor: 1.2; FN deposition inh: .; Cneo AK release: -1; INS-1E GSIS act: 3; C2C12 statin: -187; PglD DTNB: 5; miR-122 sensor: 13[16.7 µM]

New compounds follow
SMILES	PGC1a acetyl inh	CFTR F508del cor	FN deposition inh	Cneo AK release	INS-1E GSIS act	C2C12 statin	PglD DTNB	miR-122 sensor
CCOC(=O)c1[nH]cnc1C(=O)O	-5	.	.	2	.	11	-2	-5
Cc1nnsc1C(=O)NNS(=O)(=O)c1ccccc1	-10	.	5	6	.	33	12	10
CCOC(=O)c1ccc(N=c2sc(C(=O)OC)cc(=O)n2Cc2ccc3c(c2)OCO3)cc1	3	-3.7	-3	1	1	4	7	-1
CCOc1cc(CNCCO)cc(Br)c1OCc1ccccc1Cl	-57	.	.	13	.	-5	-7	-10
CCCC(=O)Nc1ccc(C(=O)N/N=C2\CC(=O)CC(C)(C)C2)cc1	4	.	.	-2	.	-2	-2	10
C[C@H](CO)N1C[C@H](C)[C@H](CN(C)Cc2ccccn2)Oc2cc(-c3ccc(C#N)cc3)ccc2S1(=O)=O	11	1.0	.	0	4	-5	-3	.
O=C(Cn1c(=O)c2cccn2c2ccc(F)cc21)N1CCN(c2ccc(F)cc2)CC1	-4	1.2	-8	.	9	1	.	-1
Cc1ccccc1Oc1nc2c(C)cccn2c(=O)c1/C=C(\C#N)C(=O)NC1CCS(=O)(=O)C1 (stereo unspecified)	-12	4.4	-2	4	-7	.	-13	.
COC(=O)COc1cccc2c(=O)n(CC(=O)NCc3ccccc3)ccc12	-9	11*	8	.	-9	.	.	.
CCN1C(=O)C(CC(=O)NCc2ccc(Cl)cc2)N(CC)C1=O (stereo unspecified)	11	-2.1	.	.	17	-4	.	15
Cc1ccc(N2C(=O)N(C(C)C)C(C)(C)CC2(C)O)cc1 (stereo unspecified)	-13	1.4	-3	1	20	-14	-2	-5
Cc1noc(C)c1S(=O)(=O)N(C)C[C@@H]1OCCCC[C@@H](C)Oc2ccc(NC(=O)Nc3ccc(F)cc3)cc2C(=O)N([C@@H](C)CO)C[C@H]1C	-1	-1.5	-10	-1	15	.	-6	-4[16.7 µM]
CCOC(=O)C1=C(N)n2c(s/c(=C\c3cccnc3)c2=O)=C(C(=O)OC)C1c1cccnc1 (stereo unspecified)	.	.	.	11	.	-12	-4	-6
COc1ccc(CN2C[C@H](O)COC[C@H]3O[C@@H](CC(=O)N4CCc5ccccc5C4)CC[C@@H]32)cc1	6	-0.2	6	-9	-6	25	0	-9[16.7 µM]
C[C@@H]1CN([C@@H](C)CO)C(=O)c2cc(NC(=O)C3CC3)ccc2O[C@@H]1CN(C)Cc1ccc(Oc2ccccc2)cc1	-1	0.8	.	3	-15	11	-1	8[16.7 µM]
NS(=O)(=O)c1cccc(NC(=O)COC(=O)c2ccccc2C(=O)c2ccccc2)c1	.	0.7	6	-1	-3	-4	-2	.
CC1CN(C2CCN(C(=O)c3ccccc3)CC2)CC(C)O1 (stereo unspecified)	-10	.	-13	-3	.	18	2	-11
CC(=O)c1ccc(-c2ccc(-c3cc(=O)oc4c(C(C)C)ccc(C)c34)cc2)cc1	0	-5.2	.	4	7	-28	-5	-9
O=C(c1ccc(C#CC2(O)CCCCC2)cc1)N1CCN(C(c2ccccc2)c2ccccc2)CC1	-38	.	.	4	-17	-21	1	-11
O=S(=O)(c1ccc(Br)cc1)N1CCN(c2ccccc2)CC1	-9	-0.7	-4	3	-7	0	-4	4

Ordered by value in PGC1a acetyl inh (high to low): some entries from above.
Compound	PGC1a acetyl inh
CCN1C(=O)C(CC(=O)NCc2ccc(Cl)cc2)N(CC)C1=O (stereo unspecified)	11
O=S(=O)(c1ccc(Br)cc1)N1CCN(c2ccccc2)CC1	-9
Cc1nnsc1C(=O)NNS(=O)(=O)c1ccccc1	-10
Cc1ccccc1Oc1nc2c(C)cccn2c(=O)c1/C=C(\C#N)C(=O)NC1CCS(=O)(=O)C1 (stereo unspecified)	-12
CCOc1cc(CNCCO)cc(Br)c1OCc1ccccc1Cl	-57

Further structures follow.
SMILES	PGC1a acetyl inh	CFTR F508del cor	FN deposition inh	Cneo AK release	INS-1E GSIS act	C2C12 statin	PglD DTNB	miR-122 sensor
Cc1ccsc1C(=O)NNC(=O)c1ccc(NS(=O)(=O)c2cccs2)cc1	-8	1.3	-1	-5	19	5	-5	.
CCN1/C(=C/C=C/C=C/C=C/c2sc3ccccc3[n+]2CC)Sc2ccccc21	5	-2.7	-11	0	-23	-75	-1	.
CCNC(=S)NNC(=O)c1ccc(S(=O)(=O)NCc2ccco2)cc1	-5	2.3	8	0	.	5	-2	15
C[C@@H]1CCCCO[C@H](CN(C)C(=O)c2ccncc2)[C@H](C)CN([C@@H](C)CO)C(=O)c2cc(NS(=O)(=O)c3ccc(F)cc3)ccc2O1	-9	-1.2	-1	1	-29	.	-6	-1[16.7 µM]
O=C(NCCN1CCOCC1)[C@@]1(CCS(=O)(=O)c2ccccc2)COC(c2ccc(OCCCO)cc2)=N1	9	0.0	.	2	.	.	0	.
CC(=O)N1CCN(C(=O)c2cccc(S(=O)(=O)Nc3c(C)n(C)n(-c4ccccc4)c3=O)c2)CC1	.	1.4	-4	.	3	-19	.	.
COC(=O)c1ccc2c(=O)n(C3CCCCC3)c(SCC#N)nc2c1	3	.	8	-2	.	5	8	2
CCNc1nc(ON=C(C)C)nc(N(C)C)n1	.	-1.1	0	2	13	.	-2	-2
CCOc1ccc(C2C=C(c3ccccc3)Nc3nnnn32)cc1 (stereo unspecified)	9	.	1	-2	-18	-4	0	11
Cc1c(NS(=O)(=O)c2cc(C(=O)NC(C)c3ccccc3)ccc2Cl)c(=O)n(-c2ccccc2)n1C (stereo unspecified)	3	0.9	-6	1	-18	14	-3	-2
COc1ccc(CCNC(=O)CCCn2c(=O)c3cccn3c3cccnc32)c(OC)c1OC	-3	-2.7	-4	-3	0	-7	5	2
CCCSc1nnc2n(N)c(=O)c3ccccc3n12	8	.	18	-2	.	4	-82	-8
COc1ccc(S(=O)(=O)Nc2cccc3c2O[C@H](CN(C)C(=O)NC2CCCCC2)[C@H](C)CN([C@@H](C)CO)C3=O)cc1	7	4.2	-3	-9	5	43	1	11[16.7 µM]
COc1cccc(Oc2ncnc(N)c2[N+](=O)[O-])c1	.	-1.7	-2	.	11	15	.	.
CC(C)C(=O)Nc1nnc(SCc2cccc(F)c2)s1	1	0.5	-5	.	-6	.	.	.
C[C@H]1CN([C@@H](C)CO)C(=O)c2cccc(NC(=O)c3ccc(-c4nccs4)cc3)c2O[C@@H]1CN(C)C(=O)NC1CCCCC1	-7&-4	-1.2&-1.4	3&-17	-1&1	9&0	6&-1	-3&-6	-5[16.7 µM]
CCc1nnc(NS(=O)(=O)c2ccc(N)cc2)s1	0	3.5	-5	1	-12	-13	2	2
COc1ccc(CN(C)C[C@H]2OCCCC[C@H](C)Oc3ccc(NS(C)(=O)=O)cc3C(=O)N([C@@H](C)CO)C[C@@H]2C)cc1	-2	-2.7	.	55	3	32	0	-1[16.7 µM]
COC(=O)c1ccc(NC(=O)c2cccc(OC)c2)cc1	-6	.	-1	-6	.	-23	3	-3

Not a hit list; overall some 2.1% were active at least once.
